aSyn yeast inh – qHTS of alpha-syn Inhibitors | Yeast expressing alpha-synuclein, growth rescue, BacTiter-Glo, 24 h | Potency, µM (titrated, usually from 46.1 µM), inactives show at the top dose growth rescue (activation), actives largely listed as activators | 0.14% of 370,000 active; also: % of control where 0% means no effect; nearly all actives have a fitted effect of over 65% in size
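Readout is rescue of growth in alpha-synuclein-expressing yeast, so inhibitors of toxicity appear as activators. Growth after 24 hr at 30 deg C in galactose medium is quantified by luminescence.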
PTHR1 ag – qHTS for PTHR1 Agonists: Primary Screen; Potency, µM (top dose mostly 115 µM), for inactives: top-dose activation, actives largely listed as activators; AID 743266, 2014; Parathyroid hormone/parathyroid hormone-related peptide receptor (Homo sapiens), Q03431; HEK293 GP2 PTHR1 cells, GloSensor cAMP luminescence, 1 h; 0.075% of 410,000 active; also: nearly all actives have a fitted effect of over 55% in size; some results filed as inactive show a strong effect at the top dose; inactives centre near -15; many of its hits are not listed in these tables
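HEK-293-derived GP2 cells expressing PTHR1 and a GloSensor cAMP reporter, 3,000/well, plated overnight, given luciferin plus IBMX (each 0.5 mM as added) for 1 h at 37 °C, then compound for 1 h at 37 °C. Luminescence was read after 15 min at room temperature.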
TDP-43 yeast inh – qHTS of TDP-43 Inhibitors; TDP-43 expressing yeast growth rescue, BacTiter-Glo, 24 h; 1.8% of 410,000 active; Potency, µM (top dose mostly 46.1 µM), without a hit: at the top dose growth rescue (activation), most hits filed as activators; also: % of control where 0% means no effect; nearly all actives have a fitted effect of over 50% in size
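Cell-based yeast growth screen: TDP-43 expression induced in galactose, inoculum OD600=0.02 after raffinose pregrowth to mid-log. Read-out BacTiter-Glo luminescence at 24 hr, 30 deg C; inhibition of toxicity seen as signal increase.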
FUS suppressor – qHTS for Suppressors of FUS Proteinopathy: Primary screen using FUS-linked yeast assay; Potency, µM (top dose mostly 76.6 µM), for inactives: at the highest dose growth rescue (activation), actives largely listed as activators; 0.24% of 390,000 active; S. cerevisiae FUS-expressing, growth rescue, OD600, 24 h; AID 1347120, 2019;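 also: plate controls were DMSO vehicle for no effect and reference control for full effect; nearly all actives have a fitted effect of over 55% in size; some results filed as inactive show a strong effect at the top dose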
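Yeast expressing FUS under galactose induction, OD 0.005 in 2% galactose medium; compounds in a dilution series, 24 h at 30C. Growth rescue by absorbance at 600 nm; CP55940 positive control, DMSO negative.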
EPAC1 ag – qHTS for Agonist of cAMP-regulated guanine nucleotide exchange factor 3 (EPAC1): primary screen. AID 720707, 2013. 0.073% of 360,000 active. Potency, µM (titrated, usually from 154 µM), inactives show at the highest dose activation, most hits filed as activators. Rap guanine nucleotide exchange factor 3 (Homo sapiens), O95398. EPAC1 agonist qHTS, biochemical assay; response scale: 100% = response to 6.5 mM cAMP; also: nearly all actives have a fitted effect of over 60% in size
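Nucleotide exchange assay: 100 nM EPAC1 with 250 nM Rap1B loaded with BODIPY-GDP and 50 uM GDP, room temperature. Fluorescence (480/540 nm) read every 5 min for 30 min; signal change normalized to 6.5 mM cAMP as full agonist.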
EPAC2 antag – qHTS for Antagonist of cAMP-regulated guanine nucleotide exchange factor 2 (EPAC2): primary screen | Rap guanine nucleotide exchange factor 4 (Homo sapiens), Q8WZA2 | EPAC2 GEF exchange of Rap1B-BODIPY-GDP, fluorescence | Potency, µM (doses to about 114 µM), without a hit: top-dose activity, negative = inhibition, most hits filed as inhibitors | 0.18% of 360,000 active | AID 720708, 2013; also: % is scaled to controls: 0 for no effect and ±100 for the full control effect; nearly all actives have a fitted effect of over 45% in size; many of its hits are not listed in these tables
Target sequence (Q8WZA2 whole entry, looked up): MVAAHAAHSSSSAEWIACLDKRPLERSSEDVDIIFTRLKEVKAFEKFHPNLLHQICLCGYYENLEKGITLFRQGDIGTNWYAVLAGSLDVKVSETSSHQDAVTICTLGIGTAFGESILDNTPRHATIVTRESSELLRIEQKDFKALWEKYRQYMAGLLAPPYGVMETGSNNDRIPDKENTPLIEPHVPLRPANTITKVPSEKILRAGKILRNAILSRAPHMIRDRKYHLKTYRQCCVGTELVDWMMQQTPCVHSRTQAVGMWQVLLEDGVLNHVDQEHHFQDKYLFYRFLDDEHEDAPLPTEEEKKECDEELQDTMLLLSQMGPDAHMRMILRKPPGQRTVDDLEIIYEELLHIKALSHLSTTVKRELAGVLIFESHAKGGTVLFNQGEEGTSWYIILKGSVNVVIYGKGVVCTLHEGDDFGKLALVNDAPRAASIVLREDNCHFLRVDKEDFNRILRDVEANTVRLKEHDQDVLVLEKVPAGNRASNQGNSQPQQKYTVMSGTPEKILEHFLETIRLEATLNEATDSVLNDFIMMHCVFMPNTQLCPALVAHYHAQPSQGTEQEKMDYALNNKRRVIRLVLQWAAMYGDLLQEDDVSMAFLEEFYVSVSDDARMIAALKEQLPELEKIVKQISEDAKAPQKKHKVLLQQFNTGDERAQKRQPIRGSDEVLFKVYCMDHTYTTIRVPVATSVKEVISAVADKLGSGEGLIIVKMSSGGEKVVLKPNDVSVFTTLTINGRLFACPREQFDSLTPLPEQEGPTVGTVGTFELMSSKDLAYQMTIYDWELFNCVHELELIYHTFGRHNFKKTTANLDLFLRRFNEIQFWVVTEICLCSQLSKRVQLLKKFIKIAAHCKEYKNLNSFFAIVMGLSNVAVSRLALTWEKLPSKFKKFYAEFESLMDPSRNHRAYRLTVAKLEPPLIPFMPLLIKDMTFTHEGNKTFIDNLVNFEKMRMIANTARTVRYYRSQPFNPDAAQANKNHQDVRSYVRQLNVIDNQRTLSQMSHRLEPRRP
EPAC2 agonist – qHTS for Agonist of cAMP-regulated guanine nucleotide exchange factor 4 (EPAC2): primary screen; Potency, µM (doses to about 154 µM), without a hit: at the top dose activation, hits mostly activators; AID 720711, 2013; EPAC2 activation, biochemical qHTS; response scale: 100% = 6.5 mM cAMP response; Rap guanine nucleotide exchange factor 4 (Homo sapiens), Q8WZA2; 0.079% of 360,000 active; also: nearly all actives have a fitted effect of over 50% in size
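Nucleotide exchange monitored as fluorescence drop when BODIPY-GDP leaves Rap1B. Reaction: 100 nM EPAC2, 250 nM RAP1B-BODIPY-GDP, 50 uM GDP, room temperature, kinetic read over 30 min. Activity expressed relative to 6.5 mM cAMP.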
EPAC1 antag – qHTS for Antagonist of cAMP-regulated guanine nucleotide exchange factor 3 (EPAC1): primary screen; Rap guanine nucleotide exchange factor 3 (Homo sapiens), O95398; EPAC1 GEF assay, Rap1b-BODIPY-GDP exchange fluorescence; Potency, µM (titrated, usually from 115 µM), for the others: at the highest dose activity change, negative = inhibition, most hits filed as inhibitors; 0.14% of 360,000 active; AID 720709, 2013;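 also: plate controls were vehicle for no effect and positive control for full effect; nearly all actives have a fitted effect of over 50% in size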
* hit, by the source's call; i = inactive; ? = inconclusive; . = not tested or not shown; & = joins results of further samples; [ ] = another dose, or the depositor's remark. Calls follow the shape of the dose curve; as a rule, active = well fitted curve in the direction sought with a large enough effect; inconclusive = small, poorly fitted or top-dose-only effect, or another doubt; inactive = no such curve, though single readings can be large; an effect the other way counts as inactive or inconclusive. Potency is read from the fitted curve at half-maximal effect.

Structure	PTHR1 ag	EPAC1 ag	EPAC2 agonist	EPAC1 antag	aSyn yeast inh	EPAC2 antag	TDP-43 yeast inh	FUS suppressor
CC(C)NC(=O)C1(C)Cc2c(-c3cccc(C(N)=O)c3)ccnc2O1 (stereo not drawn)	11%	0%	2%	-7%	-4%	7%	-19%	-17%
COc1cccc(NC(=O)N2CCCC2C(=O)Nc2ccc3c(c2)OCO3)c1 (stereo not drawn)	-14%	2%	2%	10%	5%	11%	13%	-11%
O=C(Nc1nc(-c2ccc(F)cc2)cs1)C1CCN(C(=O)c2ccc(F)cc2)CC1	-35%	?	5%	-15%	8%	-6%	19%	-6%
COC(=O)CC(CP(=O)(O)CN(C)C=O)C(=O)OC (stereo not drawn)	-4%	3%	0%	-8%	2%	3%	-2%	-12%
COc1ccc(F)cc1C(=O)COC(=O)c1n[nH]c(=O)c2ccccc12	-74%[inhibitor]	0%	3%	-3%	-6%	2%	12%	-18%
Cc1cc(=O)oc(C)c1C(=O)Nc1c(C)n(C)n(-c2ccccc2)c1=O	i	3%	5%	2%	-2%	1%	-18%	13%
C#CCNC(=O)C1=C[C@@H](c2ccc(Br)cc2)C[C@@H](OCCCCO)O1	-20%	-4%	8%	23%	-3%	5%	-14%	9%
COC(=O)c1[nH]c2cc(C)ccc2c1NC(=O)CN1CCN(c2ccccc2OC)CC1	-18%[57.5 µM]	-10%	-7%[15.6 µM]	-4%	-4%	-9%	-3%	6%
C(=Cc1cccnc1)c1ccncc1	i	0%	8%	-7%	1%	3%	-7%	-15%
Cc1cc(C(=O)N2CCN(S(=O)(=O)c3ccc(C)c(C)c3)CC2)no1	-10%	10%	-7%	-4%	-6%	5%	23%	3%
O=C(NCc1ccccn1)Nc1cccc([N+](=O)[O-])c1	-22%	-8%	3%	1%	0%	16%	5%	-2%
COc1ccc(CCN2CCCn3c2nc2c3c(=O)n(CC(N)=O)c(=O)n2C)cc1OC	i	-7%	1%	-16%	-4%	6%	10%	2%
COc1ccc(N(C(=O)CNC(=O)c2ccco2)C(C(=O)NC2CCCCC2)c2cccnc2)cc1 (stereo not drawn)	i	1%	8%	5%	-8%	4%	-2%	-8%
O=C(OC(C(=O)NC1CCCC1)c1ccccc1F)c1ccco1 (stereo not drawn)	i	-4%	-4%	8%	7%	-2%	14%	3%
COc1cc(/C=N/NC(=O)C(C)Nc2n[nH]c(=O)[nH]c2=O)cc(OC)c1O (stereo not drawn)	i	3%	6%	-4%	-2%	-3%	9%	5%

Some of the entries so far, with two lines to a compound:
Below each SMILES – PTHR1 ag, EPAC1 ag, EPAC2 agonist, EPAC1 antag, aSyn yeast inh, EPAC2 antag, TDP-43 yeast inh, FUS suppressor
COc1cccc(NC(=O)N2CCCC2C(=O)Nc2ccc3c(c2)OCO3)c1 (stereo not drawn)
  -14%, 2%, 2%, 10%, 5%, 11%, 13%, -11%
O=C(Nc1nc(-c2ccc(F)cc2)cs1)C1CCN(C(=O)c2ccc(F)cc2)CC1
  -35%, ?, 5%, -15%, 8%, -6%, 19%, -6%

Further records follow.
Structure	PTHR1 ag	EPAC1 ag	EPAC2 agonist	EPAC1 antag	aSyn yeast inh	EPAC2 antag	TDP-43 yeast inh	FUS suppressor
CCCCCCCCCCCCN1[C@@H](CC(=O)O)c2cc(F)ccc2S1(=O)=O	i	-40%[inhibitor]	-22%	79µM*	-84%[inhibitor]	?	-70%[inhibitor]	?
CC(=O)NC(CCS(C)(=O)=O)C(=O)Nc1cccc(C)c1C (stereo not drawn)	i	-6%	1%	?	-3%	7%	26%	-20%
O=C(O)c1ccc(NS(=O)(=O)c2ccc(Cl)c(C(=O)Nc3ccccc3)c2)cc1	-1%	9%	2%	-9%	0%	0%	?	-15%&-10%
c1csc(Cc2nn3c(-c4ccncc4)nnc3s2)c1	i	-1%	3%	-8%	-11%	14%	17%	18%
O=C(Nc1ccc(F)cc1)OCCOc1ccc([N+](=O)[O-])cc1	-16%	-6%	3%	-2%	-1%	4%	-1%	-15%
CCCn1c2ccccc2c2nnc(SCC(=O)OCC)nc21	-10%	-8%	3%	-18%	-5%	-4%	22%	8%
CN(C)CCCNC(=O)c1cc(C(=O)c2cccc(Cl)c2Cl)c[nH]1	3%	-1%	11%	4%	-4%	-1%	1%	8%
CC1(c2nnnn2-c2ccc3c(c2)OCCO3)CCC(=O)N1Cc1cccc(C(F)(F)F)c1 (stereo not drawn)	-5%	-8%	-3%	-6%	-9%	-3%	17%	24%
COc1cc(C(=O)NCC(=O)N/N=C/c2ccc(OC(=O)c3ccco3)cc2)cc(OC)c1OC	-6%	-11%	-5%	14%	-1%	-3%	-9%	16%
N#Cc1c(NC(=O)c2ccncc2)sc2c1CCC2	-53%[inhibitor][57.5 µM]	8%	10%	-1%	-8%	-16%	-27%	?
COc1cc2c(cc1OC)C1=C(C#N)CC/C(=N\S(=O)(=O)c3cccc(Cl)c3)N1CC2	i	15%	17%	-3%	-1%	-7%	24%	32%
CC1Oc2ccccc2N(CC(=O)NC2CC2)C1=O (stereo not drawn)	i	9%	5%	0%	29%	1%	-10%	19%
CCOC(=O)c1oc2ccccc2c1COC(=O)CNC(=O)c1cc(OC)c(OC)c(OC)c1	-8%	12%	14%	-4%	0%	-2%	-6%	10%
CCN(C(=O)Cn1cc(C(C)=O)c2ccccc21)c1ccccc1	-8%	2%	2%	-2%	-2%	2%	3%	-7%
COc1cccc(/C=N/c2oc(-c3ccccc3)cc2C#N)c1O	-1%[57.5 µM]	5%	2%	-15%	14%	-4%	13µM*	11%

Structures above shown as hits in EPAC1 antag.
canonical_smiles,PTHR1 ag,EPAC2 agonist,EPAC1 antag,EPAC2 antag,FUS suppressor
CCCCCCCCCCCCN1[C@@H](CC(=O)O)c2cc(F)ccc2S1(=O)=O,i,-22%,79µM*,?,?

Later entries:
Structure	PTHR1 ag	EPAC1 ag	EPAC2 agonist	EPAC1 antag	aSyn yeast inh	EPAC2 antag	TDP-43 yeast inh	FUS suppressor
Cc1ccc(NC(=O)CSc2nnnn2C)cc1S(=O)(=O)N1CCCCC1	-53%[inhibitor]	7%	6%	-5%	-2%	-13%	-4%	1%
COc1ccc(/C=N/NC2=NS(=O)(=O)c3ccccc32)cc1OC(C)=O	i	0%	-2%	-8%	3%	-12%	12%	-5%
CC1Cc2ccccc2N1C(=O)CN1CCN(S(=O)(=O)c2ccc3c(c2)OCCCO3)CC1 (stereo not drawn)	-29%	9%	11%	-8%	4%	3%	5%	-1%
CN(C(=O)c1ccno1)c1nnc(-c2ccccn2)s1	-47%[57.5 µM]	5%	-2%	-5%	-7%	-11%	-17%	-39%
COc1ccc(C)cc1S(=O)(=O)N1CCCC(N2CCOCC2)C1 (stereo not drawn)	-39%[inhibitor]	0%	3%	-7%	2%	7%	8%	-9%
COC(=O)c1ccc(N2CCN(C(=O)c3ccccc3)CC2)c(NC(C)=O)c1	i	8%	2%	-9%	2%	-9%	1%	9%
COc1cccc(-n2c(SCC(=O)c3ccccc3)nc3c([nH]c4ccccc43)c2=O)c1	-18%	.	.	.	-7%	.	2%	-4%
CCOc1ccccc1N1C(=O)CC(Nc2ccc(N3CCOCC3)cc2)C1=O (stereo not drawn)	-2%[57.5 µM]	3%	6%	12%	-18%	-4%	-12%	?
Cc1cc(C)n2nc3nc(N4CCCCC4)nc(-c4ccco4)c3c2n1	-2%	-6%	1%	-6%	-3%	14%	-7%	?
COCCn1c(Cc2ccccc2)nnc1SCC(=O)Nc1oc(C)c2c(C)n[nH]c(=O)c12	-4%	0%	-7%	6%	2%	-20%	-10%	3%
O=C(CNC(=O)c1ccco1)N/N=C/c1ccc(O)cc1O	-13%	0%	-5%	-1%	1%	-6%	19%	46%
S=C(NCCc1c[nH]c2ccccc12)NC1CC1	i	-4%	-2%	-2%	-1%	10%	-17%[0.397 µM]	9%
Clc1ccc(-c2csc(-c3ccncc3)n2)cc1	-6%	9%	4%	8%	1%	-2%	?	-5%
Cc1cccc(C)c1NC(=O)CN(C)C(=O)CC1Sc2ccccc2NC1=O (stereo not drawn)	-22%	-2%	-2%	-2%	12%	2%	2%	9%
Cc1cc(C)nc(N(C#N)S(=O)(=O)c2ccccc2)n1	i	6%	3%	12%	7%	-2%	18%	-30%

Structure	PTHR1 ag	EPAC1 ag	EPAC2 agonist	EPAC1 antag	aSyn yeast inh	EPAC2 antag	TDP-43 yeast inh	FUS suppressor
CN(C)c1cccc(C(=O)Nc2ccc(S(=O)(=O)Nc3nccs3)cc2)c1	-10%	-12%	13%	-4%	-4%	0%	15%	32%
O=C(NCCN1CCCC(O)C1)c1cc(COc2cccc(C(F)(F)F)c2)on1 (stereo not drawn)	7%	-3%	-2%	7%	-1%	18%	-5%	-46%
O=C(CCn1c(=O)oc2ccccc21)Nc1cccc([N+](=O)[O-])c1	i	-6%	-1%	7%	-5%	15%	6%	2%
CC12C=CC(=O)C=C1CCC1C2CCC2(C)C(C(=O)CO)CCC12 (stereo not drawn)	-14%	2%	10%	-19%	1%	9%	-12%	12%
Cc1ccc(Cn2nnc3c(=O)[nH]c(C4CCCN(S(=O)(=O)c5ccc(F)cc5)C4)nc32)cc1 (stereo not drawn)	-17%	4%	-4%	-15%	1%	4%	0%	-7%
O=c1[nH]c(-c2ccccc2)nnc1-c1ccccc1	i	7%	7%	13%	-8%	0%	0%	-25%
CCOC(=O)c1sc(C)nc1C1CCN(C(=O)OCC)CC1	i	2%	7%	-4%	-4%	-4%	0%	20%
CCOC(=O)c1[nH]c(C)c(C(=O)NC(C)CC)c1C (stereo not drawn)	-19%	-4%	4%	-6%	3%	-3%	15%	-21%
N/C(=N\c1nc2c(c(=O)[nH]1)CCC2)Nc1ccccc1	-2%	-4%	2%	17%	-7%	14%	-20%	1%

This is a subset; the hit share may differ from the screen's.
